Compound activity: PubChem, The Scripps Research Institute Molecular Screening Center
GAA850 FXN act – frataxin GAA850 promoter activation; activation, % at 6 µM; AID 540364; HEK293 lucGAA850 FXN promoter luciferase reporter, 24 h; percent of 10 µM SAHA response; actives 0.56% (n = 360,000);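 active = activation above the average of all compounds screened plus 3 SD, cutoff fixed separately per campaign, cut at about 7.5% in these data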;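 also: 0% = DMSO wells and 100% = 10 µM SAHA wells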
DAX1 inh – inhibitors of human orphan nuclear receptor DAX1 (NR0B1); P51843; HEK293 Gal4-DAX1 luciferase reporter, luminescence; inhibition, % at 6.75 µM; actives 0.99% (n = 340,000); AID 504766;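 active = inhibition above the mean over all tested compounds plus 3 SD, cut at about 4.2% in these data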;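 also: 0% = DAX1-transfected cells with DMSO and 100% = empty-vector control cells with DMSO; inhibition shows as a rise in luminescence from relieved DAX1 repression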
Target sequence (P51843 207-470 limits assumed): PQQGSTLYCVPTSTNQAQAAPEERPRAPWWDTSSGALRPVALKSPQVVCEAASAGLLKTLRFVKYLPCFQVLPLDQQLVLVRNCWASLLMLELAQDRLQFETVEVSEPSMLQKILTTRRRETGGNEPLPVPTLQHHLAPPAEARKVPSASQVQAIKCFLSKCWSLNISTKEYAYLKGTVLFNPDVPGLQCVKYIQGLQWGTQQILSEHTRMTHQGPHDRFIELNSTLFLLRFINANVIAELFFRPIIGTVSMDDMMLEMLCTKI
* hit, by the source's call; x = no result given. This is a subset; the hit share may differ from the screen's.

item | SMILES | GAA850 FXN act | DAX1 inh
1 | C#CCOCCOCCOCCNc1nc(N2CCN(C(=O)[C@H](CCC(=O)O)n3cc(C(N)CC(C)C)nn3)CC2)nc(N2CCN(C(=O)[C@H](Cc3cc4ccccc4[nH]3)n3cc(C(N)[C@H](C)CC)nn3)CC2)n1 (stereo not given in full) | x | -0.7
2 | C#CCOCCOCCOCCNc1nc(N2CCN(C(=O)[C@H]([C@@H](C)CC)n3cc([C@@H](N)CC(C)C)nn3)CC2)nc(N2CCN(C(=O)[C@H](CCCCN)n3cc([C@@H](N)CC(C)C)nn3)CC2)n1 | x | 1.6
3 | CCN1C(=NCc2ccc(OC)cc2)N[C@@H](CCc2ccccc2)[C@H](C(=O)NCc2ccc(OC)cc2)[C@H]1C | x | -0.2
4 | C#CCOCCOCCOCCNc1nc(N2CCN(C(=O)[C@H](Cc3cc4ccccc4[nH]3)n3cc([C@@H](N)Cc4ccc(O)cc4)nn3)CC2)nc(N2CCN(C(=O)[C@H](Cc3cc4ccccc4[nH]3)n3cc([C@@H](N)CC(C)C)nn3)CC2)n1 | x | -0.7
5 | COc1cc(-c2cc(=O)c3c(O)cc(O)cc3o2)ccc1O | 6.3 | x
6 | CC(=O)NC1CCCN(O)C(=O)/C=C(\C)CCOC(=O)C(NC(C)=O)CCCN(O)C(=O)/C=C(\C)CCOC(=O)C(NC(C)=O)CCCN(O)C(=O)/C=C(\C)CCOC1=O (stereo not given) | -1.5 | x
7 | CCc1nc2c(OCCC3CCCCC3)cccn2c1N(C)C(=O)C(C)C | -1.0 | x
8 | COc1ccc(/C=C2/C(=O)N(c3ccccc3)N=C2C)cc1 | 2.1 | x
9 | COc1ccc(C(NC(=O)C2CCN(CCCc3ccccc3)CC2)c2ccccn2)cc1 (stereo not given) | -0.1 | x
10 | O=C(O)COc1ccccc1C(Nc1cccnc1)c1cc(Cl)c2cccnc2c1O (stereo not given) | -0.8 | x
11 | CO/N=C(/C(=O)N[C@@H]1C(=O)N2C(C(=O)O)=CCS[C@H]12)c1cnc(N)s1 | 1.0 | x
12 | CCc1nc2c(OCCOc3ccccc3)cccn2c1N(C)C(=O)C1CC1 | -0.2 | x
13 | CCCNC(=O)C1(C)CCCN(Cc2ccccc2-c2ccccc2)C1 (stereo not given) | 0.5 | x
14 | CNc1nc(Nc2ccc(C(=O)OC)cc2)c2sccc2n1 | 1.6 | x
15 | C=CCOc1cccn2c(N(C)C(=O)c3ccccc3F)c(CC)nc12 | -0.7 | x
16 | CCCS(=O)(=O)NC(=O)C1(C)CCCN(C(=O)c2ccccc2OC(F)(F)F)C1 (stereo not given) | 2.2 | x
17 | COCCNC(=O)C1(C)CCCN(Cc2ccc(Cl)nc2)C1 (stereo not given) | -0.6 | x
18 | O=C(Nc1ccc(Cl)c(S(=O)(=O)N2CCOCC2)c1)c1ccc(OCC2CCCO2)cc1 (stereo not given) | -10.7 | x
19 | CC(=O)c1cccc(NC(=O)C2Cc3c(-c4ccc(Cl)cc4)ccnc3O2)c1 (stereo not given) | -0.3 | x
20 | NC(=O)c1cccc(-c2ccnc3c2CC(C(=O)Nc2cccc(Oc4ccccc4)c2)O3)c1 (stereo not given) | -5.8 | x
21 | COCCNC(=O)C1CCCN(Cc2ccccc2F)CC1 (stereo not given) | 1.1 | x
22 | COc1cc(C(O)c2nc(-c3ccc(N(C)C)cc3)cs2)ccc1F (stereo not given) | -0.9 | x
23 | CC(C)(C)c1ccc(C(=O)N2CCC2(C)C(=O)Nc2ccc3nc[nH]c3c2)cc1 (stereo not given) | 0.3 | x
24 | COc1ccc(NC(=O)N(Cc2cccnc2)Cc2ccccc2Cl)c(OC)c1 | 1.7 | x
25 | COc1cccc(-c2cnc(C(O)c3ccc(C)c(F)c3)[nH]2)c1 (stereo not given) | 0.9 | x

One compound at a time, as listed above. Order of screens: GAA850 FXN act, DAX1 inh
Shown for CC(=O)NC1CCCN(O)C(=O)/C=C(\C)CCOC(=O)C(NC(C)=O)CCCN(O)C(=O)/C=C(\C)CCOC(=O)C(NC(C)=O)CCCN(O)C(=O)/C=C(\C)CCOC1=O (stereo not given) : -1.5, x
Shown for COc1ccc(/C=C2/C(=O)N(c3ccccc3)N=C2C)cc1 : 2.1, x
Shown for COCCNC(=O)C1CCCN(Cc2ccccc2F)CC1 (stereo not given) : 1.1, x
Shown for C#CCOCCOCCOCCNc1nc(N2CCN(C(=O)[C@H](CCC(=O)O)n3cc(C(N)CC(C)C)nn3)CC2)nc(N2CCN(C(=O)[C@H](Cc3cc4ccccc4[nH]3)n3cc(C(N)[C@H](C)CC)nn3)CC2)n1 (stereo not given in full) : x, -0.7
Shown for COCCNC(=O)C1(C)CCCN(Cc2ccc(Cl)nc2)C1 (stereo not given) : -0.6, x

Carrying on.
item | SMILES | GAA850 FXN act | DAX1 inh
26 | COc1ccc(OCCN2CCC(C(=O)NC(c3ccccc3)c3ccc4ccccc4n3)CC2)cc1 (stereo not given) | -1.6 | x
27 | CCCS(=O)(=O)NC(=O)C1(C)CCN(C(=O)c2ccc3ccccc3c2)C1 (stereo not given) | 0.0 | x
28 | COc1ccc(OCCN2CCC(C(=O)NC(c3ccc(Cl)cc3)c3ncccc3C)CC2)cc1 (stereo not given) | -1.7 | x
29 | CNc1nc(NCc2ccc(N(C)C)cc2)c2sccc2n1 | 2.6 | x
30 | CCCS(=O)(=O)NC(=O)C1(C)CCN(C(=O)c2ccc(F)cc2Cl)C1 (stereo not given) | 0.1 | x
31 | CCCCCCCCC(=O)O | 0.4 | x
32 | CC1(Cc2ccc(Cl)cc2)C(=O)Nc2c(Cl)cccc21 (stereo not given) | 1.3 | x
33 | COc1ccc(OC(F)(F)F)cc1CC1(C)C(=O)Nc2c(Cl)ccc(Cl)c21 (stereo not given) | 1.3 | x
34 | CCCS(=O)(=O)NC(=O)C1(C)CCN(C(=O)c2cc3ccccc3s2)C1 (stereo not given) | 1.4 | x
35 | COC(=O)c1ccc2c(c1)NC(=O)C1CCCN21 (stereo not given) | -1.8 | x
36 | COCOc1ccc(-c2cc(=O)c3c(OCOC)cc(OCOC)cc3o2)cc1 | 2.5 | x
37 | CNc1nc(NCCOc2ccccc2)c2sccc2n1 | -0.7 | x
38 | COCCNC(=O)C1CCCN(Cc2cccc(Cl)c2)CC1 (stereo not given) | 1.3 | x
39 | Cc1ccc(F)c(C(=O)N2CCCC(C)(C(=O)NS(=O)(=O)C3CC3)C2)c1F (stereo not given) | 1.6 | x
40 | NC(=S)N/N=C/c1ncc(C(F)(F)F)cc1Cl | -6.1 | x
41 | Cn1nccc1-c1ccc(C(=O)NCc2ccc(Cl)cc2)c2occc12 | 2.2 | x
42 | O=C(NC(=S)Nc1ccc(-c2ccc(CO)o2)cc1)c1cccs1 | 3.8 | x
43 | Cc1cccc(N2CCN(C(=O)c3cc4c(=O)n(C)c5ccccc5c4n3C)CC2C)c1 (stereo not given) | -3.8 | x
44 | CCc1nc2c(OCc3cccc(Cl)c3)cccn2c1N(C)C(=O)C1CC1 | 1.0 | x
45 | COc1cccc(/C=N/NC(=O)NC23CC4CC(CC(C4)C2)C3)c1O | 4.2 | x
46 | COCOc1ccc(-c2oc3c(C/C=C(\C)CCC=C(C)C)ccc(O)c3c(=O)c2OCOC)c(OCOC)c1 | 0.9 | x
47 | CCc1nc2c(OCc3c(C)noc3C)cccn2c1N(C)C(=O)C(C)C | -1.9 | x
48 | COc1cc(/C=C2/SC(=S)NC2=O)ccc1OS(=O)(=O)c1ccc(C)cc1 | 0.0 | -1.4
49 | Cc1ccc2nsnc2c1NC(=O)c1ccc([N+](=O)[O-])o1 | 2.8 | -1.5
50 | COc1cccc(C2=CC(=O)C[C@H](c3ccc4c(c3)OCO4)C2)c1OC | 6.1 | 2.2

Shown screen by screen: part of the list above
1: C#CCOCCOCCOCCNc1nc(N2CCN(C(=O)[C@H](CCC(=O)O)n3cc(C(N)CC(C)C)nn3)CC2)nc(N2CCN(C(=O)[C@H](Cc3cc4ccccc4[nH]3)n3cc(C(N)[C@H](C)CC)nn3)CC2)n1 (stereo not given in full)
2: C#CCOCCOCCOCCNc1nc(N2CCN(C(=O)[C@H]([C@@H](C)CC)n3cc([C@@H](N)CC(C)C)nn3)CC2)nc(N2CCN(C(=O)[C@H](CCCCN)n3cc([C@@H](N)CC(C)C)nn3)CC2)n1

Compound	1	2
GAA850 FXN act	x	x
DAX1 inh	-0.7	1.6

Structural class, the compounds so far with an NH in an aromatic ring
item | SMILES | GAA850 FXN act | DAX1 inh
1 | C#CCOCCOCCOCCNc1nc(N2CCN(C(=O)[C@H](CCC(=O)O)n3cc(C(N)CC(C)C)nn3)CC2)nc(N2CCN(C(=O)[C@H](Cc3cc4ccccc4[nH]3)n3cc(C(N)[C@H](C)CC)nn3)CC2)n1 (stereo not given in full) | x | -0.7
4 | C#CCOCCOCCOCCNc1nc(N2CCN(C(=O)[C@H](Cc3cc4ccccc4[nH]3)n3cc([C@@H](N)Cc4ccc(O)cc4)nn3)CC2)nc(N2CCN(C(=O)[C@H](Cc3cc4ccccc4[nH]3)n3cc([C@@H](N)CC(C)C)nn3)CC2)n1 | x | -0.7
23 | CC(C)(C)c1ccc(C(=O)N2CCC2(C)C(=O)Nc2ccc3nc[nH]c3c2)cc1 (stereo not given) | 0.3 | x
25 | COc1cccc(-c2cnc(C(O)c3ccc(C)c(F)c3)[nH]2)c1 (stereo not given) | 0.9 | x

Next part
item | SMILES | GAA850 FXN act | DAX1 inh
51 | O=c1oc2ccccc2c(Nc2ccc3ccccc3c2)c1[N+](=O)[O-] | 0.7 | 1.1
52 | NC(=O)[C@@H]1CCCNc2c(I)cc([N+](=O)[O-])cc2C(=O)N[C@@H](CCC(=O)O)C(=O)N[C@@H](CO)C(=O)N1 | 0.9 | 1.9
53 | COCCCNC(=O)C[C@H]1C[C@H](C(=O)N2CCCCC2)[C@@]2(CCc3ccccc3)c3[nH]c4cc(CCC(=O)N(C)C)ccc4c3CCN2C1=O | -2.4 | -1.4
54 | CCOc1ccc(NCc2nnc(SCC(=O)Nc3cc(C)on3)n2-c2ccc(OC)cc2)cc1 | -5.5 | -0.1
55 | COc1cc(OC)c(OC)cc1/C=C1\Oc2cc(OCC(=O)N3Cc4ccccc4C[C@H]3C(=O)O)ccc2C1=O | -1.2 | 4.5*
56 | CCCCNC(=O)c1sc(=S)n2c1[nH]c(=O)c1ccc(C(=O)NCCc3ccc(OC)c(OC)c3)cc12 | 0.7 | -1.4
57 | C#CCOCCOCCOCCNc1nc(N2CCN(C(=O)[C@H](CCC(=O)O)n3cc(C(N)CC(C)C)nn3)CC2)nc(N2CCN(C(=O)[C@H](CCC(=O)O)n3cc(C(N)[C@H](C)CC)nn3)CC2)n1 (stereo not given in full) | 1.0 | 0.0
58 | CCC(Sc1nc2n[nH]c(C)c2c(=N)n1-c1ccc(C)c(Cl)c1)C(=O)N1CCOCC1 (stereo not given) | -15.1 | -0.9
59 | COc1ccc(CS(=O)(=O)/C(Cl)=C(/Cl)C(=O)Nc2ccc(OC)nc2)cc1 | -15.3 | -4.2
60 | O=C(Nc1ccccn1)c1ccc([N+](=O)[O-])o1 | 0.4 | -1.9
61 | Cc1nc(NC(=O)c2ccccc2)sc1-c1csc(NCc2ccco2)n1 | -3.8 | 0.7
62 | N#Cc1cc2cc3c(cc2nc1SCC(=O)N1CCCC1)OCCO3 | 5.0 | 0.8
63 | CC[C@H](C)Cc1cn([C@@H](CCCN=C(NC(=O)OC(C)(C)C)NC(=O)OC(C)(C)C)C(=O)NCCCCCCCCCCC(=O)N2CCN(C(=O)OC(C)(C)C)CC2)nn1 | -1.4 | 0.5
64 | Cc1nc(Cc2nnc(SC(C)C(=O)Nc3cccc(C#N)c3)o2)cs1 (stereo not given) | 0.4 | 0.4
65 | Cc1ccnc(NS(=O)(=O)c2ccc(NC(=O)Cc3cccs3)cc2)n1 | 0.3 | 2.1
66 | Cn1c(N2CCCCC2)nc2c1c(=O)n(Cc1cccc(Br)c1)c(=O)n2C | -2.1 | 1.0
67 | Cc1ccc(OC(=O)c2ccccc2C(=O)OCC(F)(F)C(F)F)cc1 | -0.1 | 0.3
68 | COc1ccc(S(=O)(=O)N(CCCN2CCOCC2)Cc2cccc3ccccc23)cc1 | -2.2 | -0.2
69 | COc1ccc(C(=O)Nc2ccc3c(c2)C(=O)N(C)C3=O)cc1OC | 0.7 | 0.2
70 | CC(=O)N1c2ccc(S(=O)(=O)N(C)CC(=O)NC3CCCCC3C)cc2CC1C (stereo not given) | -1.5 | -0.6
71 | O=C(Nc1ccc(Cl)cc1-c1nc2ccccc2s1)c1ccco1 | 2.8 | -0.3
72 | O=C(O)Cn1c2ccccc2c2nc3ccccc3nc21 | 10.2* | 4.9*
73 | COCCCNC(=O)c1ccc2c3c(onc13)-c1ccccc1C2=O | 1.6 | 1.1
74 | NC(=O)C1CCN(C(=O)c2ccc(-c3ccccc3)cc2)CC1 | -0.5 | 0.5
75 | COc1ccc(Cl)cc1NC(=O)CCNC(=O)Cn1ccc2ccccc2c1=O | 1.1 | 1.8
76 | COc1cc(OC)cc(C(C(=O)NCc2ccccc2)N(Cc2ccco2)C(=O)c2ccno2)c1 (stereo not given) | -5.1 | -0.3
77 | CCOc1cc(CNc2cccc3ccccc23)cc(Br)c1OCC(=O)NC(C)(C)C | 0.6 | -0.7
78 | O=C(O)COc1ccc(/C=N/NC(=O)c2ccccc2Br)cc1 | 0.0 | -0.2
79 | O=[N+]([O-])C1C(c2ccccc2)C12c1ccccc1-c1ccccc12 (stereo not given) | -6.5 | -3.3
80 | Cn1c(=O)c2c(SCC(=O)N3CCCC3)nc(-c3ccccc3)nc2n(C)c1=O | 0.7 | 1.0
81 | O=C1CC(Cc2ccccc2)C(=O)N1Cc1ccco1 (stereo not given) | -0.8 | -0.5

As entered above:
Value for no. 81 under GAA850 FXN act: -0.8
Value for no. 77 under GAA850 FXN act: 0.6
Value for no. 79 under GAA850 FXN act: -6.5
Value for no. 78 under GAA850 FXN act: 0.0
